# BaF3 parental: parental Ba/F3 cell viability inhibition, counter-screen for JAK2V617F inhibitor project, murine pro-B, CellTiter-Glo luminescence. CellTiter-Glo ATP luminescence. inhibition, % at 5.6 µM. 220,000 compounds, 1.1% hits;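 active means inhibition above a per-campaign cutoff, the mean inhibition of all tested compounds plus 3 SD, cut at about 27% in these data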;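 further: 0% = DMSO wells and 100% = JAK Inhibitor I control wells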
# S1P4 antag: S1P4 receptor antagonists, primary screen, cell-based | Sphingosine 1-phosphate receptor 4 (Homo sapiens), O95977 | S1P4-expressing cells, antagonist mode, reporter read-out | inhibition, % at 4.98 µM | 220,000 compounds, 0.26% hits | AID 1510, 2009; in the data active means inhibition above about 29%;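 further: 0% = wells stimulated with agonist and 100% = vehicle wells without agonist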
# Target sequence (O95977 whole entry, looked up): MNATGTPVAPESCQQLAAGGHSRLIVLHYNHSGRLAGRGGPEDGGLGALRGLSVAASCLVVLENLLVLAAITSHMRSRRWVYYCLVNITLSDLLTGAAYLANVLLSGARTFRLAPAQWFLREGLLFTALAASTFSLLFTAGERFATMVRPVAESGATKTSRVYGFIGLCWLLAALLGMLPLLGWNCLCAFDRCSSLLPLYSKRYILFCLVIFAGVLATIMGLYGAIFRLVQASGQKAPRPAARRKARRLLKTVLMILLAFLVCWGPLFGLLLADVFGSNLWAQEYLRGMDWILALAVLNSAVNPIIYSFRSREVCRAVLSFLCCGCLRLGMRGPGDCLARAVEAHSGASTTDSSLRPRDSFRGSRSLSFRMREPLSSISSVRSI
# NPY-Y1 PAM-ag: NPY-Y1 receptor potentiators or agonists, primary screen, cell-based; NPY-Y1 expressing cells, potentiator/agonist activation; activation, % at 3.6 µM; 220,000 compounds, 0.37% hits; in the data active means activation above about 33%, passing the limit was not always enough;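 further: cells stimulated with NPY at EC10 then isoproterenol at EC100; 0% = low agonist plus stimulus and 100% = saturating agonist plus stimulus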
# Target sequence (P25929 whole entry, looked up): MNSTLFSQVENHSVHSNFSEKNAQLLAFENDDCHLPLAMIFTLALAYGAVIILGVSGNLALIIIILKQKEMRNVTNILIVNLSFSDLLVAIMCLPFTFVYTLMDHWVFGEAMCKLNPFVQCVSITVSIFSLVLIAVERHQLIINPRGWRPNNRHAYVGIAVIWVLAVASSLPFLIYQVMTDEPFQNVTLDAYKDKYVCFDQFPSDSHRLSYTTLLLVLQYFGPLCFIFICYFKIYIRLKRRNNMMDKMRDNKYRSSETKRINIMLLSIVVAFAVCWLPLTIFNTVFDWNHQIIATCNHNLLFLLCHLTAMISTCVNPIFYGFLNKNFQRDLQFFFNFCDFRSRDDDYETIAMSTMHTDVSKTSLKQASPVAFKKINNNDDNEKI
# RBBP9 inhibitor: human RBBP9 inhibitors, primary screen, biochemical, fluorescence polarization, FP-Rh probe, HTS; Serine hydrolase RBBP9 (Homo sapiens), O75884; recombinant RBBP9; inhibition, % at 7.94 µM; 220,000 compounds, 0.2% hits;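 active means inhibition above the campaign mean of all tested compounds plus 3 SD, cut at about 14% in these data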;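 further: plate controls were DMSO wells with RBBP9 for no effect and wells lacking RBBP9 protein for full effect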
# Target sequence (O75884 whole entry, looked up): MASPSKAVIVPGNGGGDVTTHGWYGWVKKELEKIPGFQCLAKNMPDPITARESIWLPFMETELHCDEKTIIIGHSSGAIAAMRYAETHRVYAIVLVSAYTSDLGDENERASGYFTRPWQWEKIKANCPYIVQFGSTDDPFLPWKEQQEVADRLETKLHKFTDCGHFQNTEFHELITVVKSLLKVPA
#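 Test system – recombinant human RBBP9 · Input – RBBP9 2.5 µM in dispensing solution, pre-mixing · Medium – Tris buffer pH 8.0, NaCl, Pluronic · Schedule – preincubation 30 min plus labeling 45 min at 25 °C · Measured by – fluorescence polarization · Measure – % inhibition · Controls – DMSO and no-protein wells · Replicates – one well per compound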
# NPY-Y1 antag: NPY-Y1 receptor antagonists, primary screen, cell-based. Neuropeptide Y receptor type 1 (Homo sapiens), P25929. HEK293-CNG Y1 cells, membrane potential fluorescence; NPY at EC95, then isoproterenol. inhibition, % at 3.6 µM. 200,000 compounds, 1% hits;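 active means inhibition above the campaign mean inhibition of all tested compounds plus 3 SD, cut at about 20% in these data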;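 further: 0% = DMSO wells given NPY plus isoproterenol and 100% = isoproterenol alone without NPY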
#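 Material: HEK293 Y1/CNG channel cell line; also added: NPY (25 nM), isoproterenol (1 µM), Ro 20-1724 (25 µM); doses: one concentration, 3.6 µM, in 0.4% DMSO; schedule: compound incubation 1 h at room temperature, readout 45 min post-stimulation; technique: membrane potential fluorescence; measure: fluorescence ratio normalized to % inhibition between controls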
# Runt-CBFb FRET: inhibitors of RUNX1 Runt–CBFb binding, primary screen, biochemical, FRET, Cerulean-Runt, Venus-CBFb, uHTS; Runt-related transcription factor 1 (Homo sapiens) + Core-binding factor subunit beta …; Cerulean-Runt/Venus-CBFb FRET ratio 530/480, 1 h; inhibition, % at 20 µM; 220,000 compounds, 0.46% hits;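 active means inhibition over about 50% at 20 µM in the single-dose screen, limit read from the data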;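 further: 0% = DMSO wells and 100% = excess unlabeled CBFb competitor control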
#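 Assay system: Cerulean-Runt domain fusion protein, energy donor; Signal: fluorescence energy transfer, 422 nm excitation, 530/480 nm emission; Timing: 1 h compound exposure, room temperature; Control set: unlabeled CBFb; Medium: Tris buffer pH 7.5 with salts and BSA; Compound: single test concentration of 20 µM, 1% DMSO final; Probe or stimulus: Venus-CBFb 100 nM.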
# S1P4 agonist: S1P4 receptor agonists, primary screen, cell-based | Sphingosine 1-phosphate receptor 4 (Homo sapiens), O95977 | S1P4-expressing cell line, agonist reporter assay | activation, % at 4.98 µM | 220,000 compounds, 0.35% hits | AID 1509, 2009; in the data active means activation above about 11%;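 further: 0% = DMSO vehicle and 100% = reference agonist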
# Ba/F3 V617F tox: reduced viability of JAK2V617F-dependent Ba/F3 cells, primary screen, JAK2V617F inhibitor project, cell-based, Ba/F3 EpoR-JAK2V617F, luminescence; ATP luminescence; inhibition, % at 5.6 µM; 220,000 compounds, 1.1% hits; AID 1446, 2008;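 active means inhibition above the campaign mean plus 3 SD over all tested compounds, cut at about 24% in these data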;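 further: cytokine-independent growth of Ba/F3 cells driven by EpoR plus mutant JAK2; 0% = DMSO-treated cells and 100% = JAK inhibitor I control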
# NPY2 pot ag: NPY-Y2 potentiators or agonists, primary screen, cell-based. Neuropeptide Y receptor type 2 (Homo sapiens), P49146. 220,000 compounds, 0.45% hits. AID 1359, 2008. cells expressing NPY-Y2, potentiator/agonist read-out. activation, % at 3.6 µM; in the data active means activation above about 27%;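 further: cells stimulated with NPY near EC25 plus isoproterenol at EC100; 0% = vehicle plus submaximal agonist and 100% = vehicle plus saturating agonist; some results beyond the cut were filed as inactive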
# Starred values were filed as active, the others as inactive; / = not tested or not shown.
SMILES,BaF3 parental,S1P4 antag,NPY-Y1 PAM-ag,RBBP9 inhibitor,NPY-Y1 antag,Runt-CBFb FRET,S1P4 agonist,Ba/F3 V617F tox,NPY2 pot ag
C=CCN1C(=S)N[C@@H]2CS(=O)(=O)C[C@@H]21,-1,-1,3,-4,/,0,0.3,-2,7
COc1ccc(-c2csc(/N=C/N(C)C)n2)cc1OC,3,-31,-1,-1,2,-1,2.9,1,11
COc1ccc(N(C(C)C(=O)NN=C2CCCC2)S(C)(=O)=O)cc1 (configuration not stated),-1,2,-3,-6,2,0,0.3,1,-4
CN1CCN(c2ccc(CNS(=O)(=O)c3ccccc3)cc2)CC1,1,-3,11,-3,/,2,2.4,0,-8
Cc1cc(C)n(C2CC(=O)N(c3cccc(Cl)c3)C2=O)n1 (configuration not stated),7,-26,11,-4,-7,2,2.9,-3,0
Cc1cc(NS(=O)(=O)c2ccc(NC(=O)CSc3nnc(-c4ccco4)n3C)cc2)nc(C)n1,9,-28,-1,-6,0,2,1.2,1,7
CC(C)(C)c1ccc(NC(=O)CC2(C(F)(F)F)OCCO2)cc1,7,9,7,-9,-4,-3,0.9,4,9
COc1ccccc1-c1ccc(SCC(=O)Nc2cc(C)on2)nn1,4,-1,-1,-6,0,-1,-0.3,1,4
O=C(NCCCCCCNC(=O)OCCO)OCCO,5,-8,-2,-13,2,2,0.6,84*,-1
CCc1cccc2c(=O)c(C(=O)N3CCOCC3)c[nH]c12,1,5,2,8,5,0,-1.3,2,-13
CC(=O)NC1=NC(=O)/C(=C/c2cc(C)n(-c3ccc(NC(C)=O)cc3)c2C)S1,-1,-24,-2,4,3,17,-1.1,3,-8
COc1ccc2cc(CN(CC3CCCO3)S(=O)(=O)c3ccccc3)c(=O)[nH]c2c1 (configuration not stated),6,8,-9,-3,2,2,-2.2,2,-4
COc1cc2c(C(=O)N3CCN(c4ccccc4)CC3)c(C)oc2cc1Br,0,-16,-7,-5,6,-1,1.4,-1,2
Cc1ccc(N2CCN(/N=C/C3=C(N4CCOCC4)C(=C\c4ccccc4)/CC3)CC2)cc1,-7,10,4,0,/,1,0.7,-4,-10
Cc1sc2nc(CSc3ccc([N+](=O)[O-])cc3)[nH]c(=O)c2c1C,6,-8,5,2,-1,10,0.9,-1,5
Cc1csc(SCC(=O)Nc2cccc(S(=O)(=O)N3CCCC3)c2)n1,4,-5,-5,0,-3,1,-1.1,-5,7
CCC1CCCN1Cn1cnc2c([nH]c3ccc(OC)cc32)c1=O (configuration not stated),5,-8,7,2,1,0,1.8,0,5
CC(=O)c1cccc(CN2CCN(Cc3ccc(C)cc3)C(CCO)C2)c1 (configuration not stated),11,2,-7,-7,3,3,1.0,1,0
CCCc1nn(CCc2ccccn2)c(N)c1CC,9,5,-9,1,-1,0,1.1,-2,3
COc1ccc(NC(=O)Cn2nnc(C(=O)NCc3ccc4c(c3)OCO4)c2N)cc1,2,3,28,-8,3,-2,1.3,-2,-3
COc1ccc(NC(=O)c2ccc(-n3cccn3)nc2)cc1,3,-9,11,1,-4,-1,-1.4,-5,18
Cc1ccc(Sc2ccc(/C=C3/C(=O)NN(c4ccccc4)C3=O)o2)cc1,-11,-11,-11,-2,/,-4,0.6,2,0
COC(=O)c1cccc(NC(=S)NC(C)C)c1,0,-2,-7,1,6,0,2.4,1,-12
COc1ccc(-n2ccnc2SCC(=O)NCc2ccc3c(c2)OCO3)cc1,1,4,-11,-9,7,2,1.6,-1,-9
CC(C)NC(=O)Cn1cc(C(=O)C2CC2)c2ccccc21,10,6,0,-11,5,-1,0.4,-3,-8
CCOc1ccc(-n2nc3c(SCCN4CCCC4)nnc(C)c3c2C)cc1,11,-13,0,-10,-1,-40,-0.9,2,-12
CCOC(=O)C(=NC(C)C)NNc1cc(Cl)ccc1Cl,1,-31,-15,-3,3,4,1.7,-5,-1
CCCCC(CC)CNC(=O)C1CC=CCC1C(=O)O (configuration not stated),3,-13,-1,-4,-3,-1,1.2,-1,-10
O=C(Nc1ccccn1)c1cccs1,10,-7,-4,-3,-2,1,1.0,0,13
O=C(Nc1ccc(Br)cc1)c1ccc(N2C(=O)C3CC=CCC3C2=O)cc1 (configuration not stated),6,-13,12,-1,-6,1,-1.0,0,12

# Three entries from above, ordered by the value under Runt-CBFb FRET, lowest first:
Compound	Runt-CBFb FRET
C=CCN1C(=S)N[C@@H]2CS(=O)(=O)C[C@@H]21	0
Cc1csc(SCC(=O)Nc2cccc(S(=O)(=O)N3CCCC3)c2)n1	1
COc1ccc(-n2ccnc2SCC(=O)NCc2ccc3c(c2)OCO3)cc1	2

# Following part
SMILES,BaF3 parental,S1P4 antag,NPY-Y1 PAM-ag,RBBP9 inhibitor,NPY-Y1 antag,Runt-CBFb FRET,S1P4 agonist,Ba/F3 V617F tox,NPY2 pot ag
Cc1ccc(OCC(=O)Nc2cccc(-c3nnc(-c4ccccc4)o3)c2)cc1,8,-9,-1,-4,0,-7,0.4,2,2
O=C(CCl)N=c1sccn1Cc1cccc2ccccc12,5,9,8,-8,-2,2,1.1,102*,27*
Cc1ccc(S(=O)(=O)NC(Cc2ccccc2)C(=O)O)cc1 (configuration not stated),0,-5,-5,-2,6,1,-0.1,1,0
Cc1cc(N/N=C/c2ccccc2O)nc(N2CCOCC2)n1,1,-3,-10,-2,/,-1,0.9,-2,5
CC(NC(=O)CCSc1nc(-c2ccco2)cc(C(F)(F)F)n1)c1ccccc1 (configuration not stated),3,-6,2,-3,7,-2,0.4,-1,-16
CCN(CC)CCCN1C(=O)c2oc3ccccc3c(=O)c2C1c1cccs1 (configuration not stated),8,-18,-1,-7,1,-67,1.9,1,8
CCN(CC)S(=O)(=O)c1ccc(NC(=O)C2COc3ccccc3O2)cc1 (configuration not stated),10,-11,5,-8,4,-3,1.1,2,18
CC(C)CCN1CCN(Cc2ccsc2)CC1CCO (configuration not stated),4,11,0,-7,5,-2,0.0,-3,-15
Cn1c(C(=O)O)ccc1S(=O)(=O)N(Cc1ccccc1)Cc1ccccc1,1,12,0,-2,/,1,0.4,-2,-8
COc1cc([C@H]2c3[nH]c4ccccc4c3C[C@H]3C(=O)N4[C@@H](c5cc(OC)c(OC)c(OC)c5)c5[nH]c6ccccc6c5C[C@H]4C(=O)N23)cc(OC)c1OC,6,-18,-2,-15,-3,0,2.3,0,1
CCN(C(=S)Nc1cccc(C)c1)c1ccccc1,8,-24,7,1,-2,3,-3.5,0,11
Cc1cc(C)c(C#N)c(SCC(=O)c2cc(C)n(CCc3ccccc3)c2C)n1,1,0,-10,-5,24*,-4,-0.4,-3,4
Cc1ccc(C)c(C(=O)CN2C3=NCCCN3c3ccccc32)c1,4,-1,-5,2,26*,1,1.0,8,-2
CS/C(=N\S(=O)(=O)c1ccc(Cl)cc1)c1ccccc1,-1,-1,-10,-2,3,0,1.6,-2,12
O=C(/C=C/c1ccc([N+](=O)[O-])s1)N1CCCC1,3,-10,6,-8,-4,4,1.2,1,-2
COc1ccc(OC)c(C2C(C(=O)O)c3ccccc3C(=O)N2C)c1 (configuration not stated),5,5,-3,-9,3,0,0.3,-2,-11
COc1cc(C(=O)NNC(=S)NC(=O)c2ccc3c(c2)OCO3)cc(OC)c1OC,-2,5,-9,-6,/,14,-0.3,0,-11
CCCN1C(=O)CSC1=Nc1ccccc1,0,-12,9,-10,3,0,0.5,-3,-3
Nc1n[nH]c2c1C1(CCCCC1)Cc1ccccc1-2,8,-14,1,3,6,-3,-1.2,0,8
O=C(Cc1ccc([N+](=O)[O-])cc1)N1N=C2CCCCC2C1(O)C(F)(F)F (configuration not stated),-2,-11,7,9,/,0,0.6,-2,2
O=C1c2ccc(-c3ccc4c(c3)C(=O)N(CCCO)C4=O)cc2C(=O)N1CCCO,6,13,17,-6,/,1,-1.7,-7,-4
O=C1C=C(NCC2CCCO2)C2(CCCCC2)O1 (configuration not stated),4,-21,28,-2,0,-2,0.2,-1,3
O=C(Nc1ccc2c(c1)OCCO2)NC1CCCCC1,1,-7,-2,-8,2,-3,-2.2,2,8
OCCNCc1cccc(Br)c1,6,-20,-11,-3,-2,4,0.4,2,5
CCOC(=O)C(NC(=O)c1ccccc1)(N1CCCC1=O)C(F)(F)F (configuration not stated),2,-6,6,4,-5,-2,1.0,-4,10
O=C1NCCN1CCNS(=O)(=O)c1ccc(F)cc1,10,2,-24,8,2,-4,1.4,2,-14
CC1CCN(C(=O)CSc2nc(N)c3c4c(sc3n2)CN(C)CC4)CC1,3,-11,-7,-10,6,1,1.4,4,-6
Oc1ccc(C=Nc2ccccc2-c2nc3ccccc3[nH]2)cc1,6,-11,-40,-8,-1,1,-1.1,-1,3
COc1ccc(NC(=O)COC(=O)C23CC4CC(CC(Cl)(C4)C2)C3)c(OC)c1,3,-2,-13,-6,-1,-3,0.5,1,-4
COc1ccccc1NC(=O)c1c(N=Cc2cccc([N+](=O)[O-])c2)cnn1C,-2,0,10,-6,/,-8,-0.3,-3,2
CCOC(=O)C(C)Sc1nc(C2CC2)cc(C(F)(F)F)c1C#N (configuration not stated),-1,-10,-9,-4,9,/,1.2,0,3
Cc1ccc2nc(-c3cccs3)oc(=O)c2c1,9,-18,-4,-3,2,0,1.2,-1,-1
O=S(=O)(NCCCO)c1ccc2c(c1)Cc1cc(S(=O)(=O)NCCCO)ccc1-2,-1,-19,8,-5,-2,0,-2.6,-4,11
Cc1ccccc1N1CC2=C(C1=O)C(c1ccccc1)NC(=O)N2C (configuration not stated),0,6,-12,-1,/,1,-0.8,-4,-17
O=C(NCc1ccccc1)[C@@H]1C[C@H]1[C@@H](NP(=O)(c1ccccc1)c1ccccc1)c1ccccc1,9,6,1,-13,1,-3,0.2,3,14
CCCCC12CN3CC(C)(CN(C1)C31C(=O)N(C)c3ccc(C)cc31)C2=O (configuration not stated),-2,2,-7,10,21*,-3,-2.8,-3,11
